# POLI inh = blocks human DNA polymerase iota activity; Pol iota fluorescent replication assay, 10 min; Potency, µM (doses to about 115 µM), for the others: top-dose activity, negative = inhibition, hits mostly inhibitors; hit rate 1% among 390,000; AID 588590; further: potency means the concentration at half of the fitted maximal effect
#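 Pol iota at 10 nM preincubated 15 min with compounds at room temperature; reaction started with fluorescent substrate, 50 nM final. Fluorescence read kinetically at 0 and 10 min; buffer-only wells as negative control.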
# Glioma ERSR ind = induces the endoplasmic reticulum stress response in human glioma cells | Potency, µM, for inactives: at the top dose activation, hits mostly activators | U87-MG GRP78 promoter luciferase reporter, 16 h | AID 602332 | hit rate 0.02% among 420,000; further: potency means the concentration at half of the fitted maximal effect; series mostly up to about 76 µM; % of control where 0% means no effect; nearly all actives have a fitted effect of over 35% in size
#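 ERSR induction read as luciferase luminescence (Bright-Glo, 10 min at room temperature) in stably transfected human U87-MG glioma cells exposed to compounds for 16 h, using GRP78 as sensor.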
# Pol eta inh = blocks human DNA polymerase eta activity; Q9Y253; recombinant Pol eta, fluorescent DNA replication assay; Potency, µM (titrated, usually from 114 µM), for inactives: at the top dose activity change, negative = inhibition, most hits filed as inhibitors; hit rate 1.2% among 390,000; AID 588591; further: potency means the concentration at half of the fitted maximal effect; on the % scale 0 is the no-effect control and ±100 the full control effect
#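 Pol eta at 10 nM preincubated with compounds 15 min at room temperature; reaction started with fluorescent substrate (50 nM final) and read kinetically at 0 and 10 min.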
# APE1 inh = APE1 (human) endonuclease inhibition | hit rate 0.35% among 350,000 | recombinant APE1, TAMRA/BHQ-2 abasic DNA cleavage fluorescence | AID 2517 | Potency, µM (titrated, usually from 65.8 µM), without a hit: at the highest dose activity change, negative = inhibition, actives largely listed as inhibitors;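 further: potency means the concentration at half of the fitted maximal effect; plate controls were vehicle for no effect and reference inhibitor for full effect; nearly all actives have a fitted effect of over 55% in size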
#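 Step 1: APE1 (0.75 nM) with compound, 15 min RT. Step 2: add 50 nM fluorophore/quencher THF duplex. Step 3: three fluorescence reads 60 s apart (525/598 nm); read 3 minus read 1 = reaction progress.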
# BLM helicase inh = Bloom syndrome helicase (human) inhibition | recombinant BLM DNA unwinding, fluorescence dequenching | Potency, µM (top dose mostly 56.1 µM), for the others: at the highest dose activity change, negative = inhibition, most hits filed as inhibitors | hit rate 0.2% among 350,000 | AID 2528;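 further: potency means the concentration at half of the fitted maximal effect; plate controls were vehicle for no effect and no enzyme for full effect; nearly all actives have a fitted effect of over 35% in size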
# Apoferritin bind = candidate novel general anesthetic via apoferritin binding | apoferritin/1-aminoanthracene competitive binding, fluorescence | Potency, µM (titrated, usually from 77.5 µM), for the others: at the highest dose activity change, negative = displacement, most hits filed as inhibitors | hit rate 0.074% among 350,000 | AID 485281; further: potency means the concentration at half of the fitted maximal effect; on the % scale 0 is the no-effect control and ±100 the full control effect; nearly all actives have a fitted effect of over 20% in size
# Target sequence (P02791 2-175 limits assumed): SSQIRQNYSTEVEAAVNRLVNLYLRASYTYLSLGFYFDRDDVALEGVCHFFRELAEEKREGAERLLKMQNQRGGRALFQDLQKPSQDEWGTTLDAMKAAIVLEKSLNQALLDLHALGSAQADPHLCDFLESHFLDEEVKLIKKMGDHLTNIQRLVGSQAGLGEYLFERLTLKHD
#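 Read-out: endpoint 1-AMA fluorescence, excitation 380 nm and emission 535 nm, after compounds sit 10 min at room temperature with 10 uM horse-spleen apoferritin in 50% saturated 1-AMA/PBS. Values come from four-parameter Hill fits.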
# POLK inh = inhibitors of human DNA polymerase kappa; purified Pol kappa, fluorescent DNA synthesis assay, 10 min; hit rate 0.53% among 400,000; Potency, µM (doses to about 107 µM), without a hit: at the top dose activity, negative = inhibition, actives largely listed as inhibitors; AID 588579; Q9UBT6; further: potency means the concentration at half of the fitted maximal effect; on the % scale 0 is the no-effect control and ±100 the full control effect
# Target sequence (Q9UBT6 whole entry, looked up): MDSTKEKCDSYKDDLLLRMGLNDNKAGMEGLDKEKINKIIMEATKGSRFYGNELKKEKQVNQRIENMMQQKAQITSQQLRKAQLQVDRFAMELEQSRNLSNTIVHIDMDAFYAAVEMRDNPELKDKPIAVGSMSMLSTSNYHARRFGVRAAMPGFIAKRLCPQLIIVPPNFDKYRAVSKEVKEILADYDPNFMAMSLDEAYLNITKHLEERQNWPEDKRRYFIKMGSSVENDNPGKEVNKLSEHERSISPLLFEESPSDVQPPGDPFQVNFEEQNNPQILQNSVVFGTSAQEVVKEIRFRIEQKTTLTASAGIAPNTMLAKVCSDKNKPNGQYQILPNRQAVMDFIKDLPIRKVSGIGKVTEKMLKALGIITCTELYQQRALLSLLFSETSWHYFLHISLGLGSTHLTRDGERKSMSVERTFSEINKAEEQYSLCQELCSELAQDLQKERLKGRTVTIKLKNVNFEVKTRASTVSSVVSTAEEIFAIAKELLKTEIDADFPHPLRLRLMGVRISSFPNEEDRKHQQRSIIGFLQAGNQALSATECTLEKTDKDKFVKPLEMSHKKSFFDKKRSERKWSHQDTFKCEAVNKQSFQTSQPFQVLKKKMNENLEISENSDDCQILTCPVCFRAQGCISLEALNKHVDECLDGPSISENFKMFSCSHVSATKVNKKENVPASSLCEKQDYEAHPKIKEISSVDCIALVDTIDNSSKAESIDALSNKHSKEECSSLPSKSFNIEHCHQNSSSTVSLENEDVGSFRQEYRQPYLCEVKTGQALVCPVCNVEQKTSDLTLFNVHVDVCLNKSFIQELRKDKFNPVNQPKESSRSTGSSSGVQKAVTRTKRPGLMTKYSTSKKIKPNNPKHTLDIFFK
#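 Kinetic fluorescence screen: compound preincubated 15 min RT with 10 nM enzyme; 50 nM substrate (final) initiates; reads at 0/10 min.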
# Pol beta inh = blocks human DNA polymerase beta activity; Potency, µM (top dose mostly 114 µM), for inactives: at the top dose activity change, negative = inhibition, most hits filed as inhibitors; Pol beta primer extension/strand displacement, fluorescence kinetic; P06746; hit rate 1.3% among 340,000; further: potency means the concentration at half of the fitted maximal effect; on the % scale 0 is the no-effect control and ±100 the full control effect
#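 Homogeneous kinetic assay of primer extension and strand displacement by 10 nM Pol beta, preincubated 15 min at room temperature with compound before 50 nM substrate (final) was added. Read at 0 and 10 min; four-parameter Hill fit.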
# LDHA block = LDHA (human) enzyme inhibition; P00338; hit rate 0.15% among 480,000; purified LDHA, NADH/diaphorase-resazurin fluorescence; hits give low values; activity change, % (values are at about 110 or 230 µM); AID 1347041; in the data active means activity change below about -30%; inconclusive means mostly about -25% to -30%;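 further: plate controls were DMSO wells for no effect and wells without enzyme for full effect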
#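 LDH5 2 nM; NADH 0.06 mM, pyruvate 0.2 mM; 200 mM Tris pH 7.4, EDTA, Tween-20; 5 min RT. Detection: diaphorase 0.133 mg/mL + resazurin 37 µM, fluorescence ex540/em590 at 0 and 20 min; normalized to enzyme-free and DMSO wells.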
# An asterisk follows results filed as active; ? = inconclusive; · = no result given; & = joins results of further samples; [ ] = another dose, or the depositor's remark. Unless noted, the call rests on the fitted dose curve; in most records, active means well fitted curve in the direction sought with a large enough effect; inconclusive means small, poorly fitted or top-dose-only effect, or another doubt; inactive means no such curve, though single readings can be large; an effect the other way counts as inactive or inconclusive. Some of the compounds tested; count on the stated rates, not on these rows.
SMILES	POLI inh	Glioma ERSR ind	Pol eta inh	APE1 inh	BLM helicase inh	Apoferritin bind	POLK inh	Pol beta inh	LDHA block
CCc1ccc(-n2c(=O)c3c(C)c(C(=O)N(C)C)sc3n(Cc3ccccc3C#N)c2=O)cc1	-9%	-4%	15%	·	-1%	-8%	-8%[60.1 µM]	-2%	-2
CCC(=O)NCCc1nc2ccccc2n1Cc1ccccc1	0%	1%	3%	12%	5%	-4%	1%	?	-11
CCOc1cc2oc(=O)c3c(c2cc1Cl)CCC3	115%[activator]	-3%	-11%	-3%	-2%	-1%	5%	1%	-4
Cc1cccc(C(=O)OCC(=O)Nc2c(C)nn(-c3ccccc3)c2C)c1O	19%	-3%	-7%	-11%	·	·	-8%	·	-8
COc1cc2c(cc1OC)C(c1c(Cl)cccc1Cl)NC(=O)C2 (stereo unspecified)	10%	-2%	-16%	32%	0%	-5%	-4%	14%	-4
CC1=CC(C)(C)N2C(=O)C(=Nc3ccc(O)cc3)c3cccc1c32	7.9µM*	-17%	20µM*	?	32µM*	-11%	-27%	0%	7
CNS(=O)(=O)c1ccc2c(c1)oc(=O)c1cc(S(=O)(=O)NC)ccc12	-9%	-2%	4%	-5%	-5%	-7%	-12%	9%	-7
COc1ccccc1NC(C)=[N+](C)CCNS(=O)(=O)c1ccc(Cl)cc1	11%	0%	-4%	1%	0%	6%	6%	?	-74*
CC(C)C(c1nnnn1Cc1ccco1)N1CCN(c2cccc(Cl)c2)CC1 (stereo unspecified)	-11%	-5%	-10%	-7%	-13%	49%[activator]	0%	-10%	2
CO/N=C(\N)c1ccc([N+](=O)[O-])cc1	0%	-1%	-15%	2%	4%	-2%	1%	-27%	-2
COc1ccccc1NC(=O)c1c(O)c2ccccc2[nH]c1=O	?	4%	-6%	-4%	-5%	-8%	-5%	33%	-6
COCCNC(=S)N(CCc1c(C)[nH]c2ccc(C)cc12)Cc1cccnc1	8%	-3%	-1%	35%	-1%	-3%	1%	11%	-5
CC1=CC(=O)C2=C(C)CC[C@@H]3[C@H](OC(=O)[C@H]3C)[C@@H]12	47%[activator]	0%	-21%	1%	-2%	-3%	4%	3%	-1
CCNS(=O)(=O)c1ccc(CCC(=O)N2CCN(Cc3ccccc3)CC2)cc1	24%	-1%	-2%	41%	-2%	17%	-4%	1%	-5
CC[N+](CC)(CC(=O)Nc1c(C)cccc1C)Cc1ccccc1	-6%	-4%&-4%&-5%	-5%	-1%[21 µM]	-7%	-1%[29.3 µM]	15%	·	-4
CCOc1ccccc1N(CC)C(=O)c1noc2c1COc1ccc(C)cc1-2	7%	-3%	-18%	·	-2%	1%	-10%	-7%	3
COCCCNC(=O)CN(c1cc(Cl)ccc1OC)S(=O)(=O)c1ccc(C)c([N+](=O)[O-])c1	34%[activator]	-3%	-10%	2%	-3%	-15%	-9%	0%	-6
COc1cccc(NC(=O)c2nc3nc(C)cc(C(F)F)n3n2)c1	36%[activator]	-1%	-2%	-7%	2%	5%	15%	0%	2
O=C(O)c1ccc(S(=O)(=O)c2ccc3c(c2)C(=O)N(NC(=O)c2ccncc2)C3=O)cc1	19%	1%	-15%	-2%	-1%	-3%	-21%	0%	-6
CCCOC(=O)Cn1cnc2scc(-c3ccc(OC)cc3)c2c1=O	-3%	-1%	-3%	44%	-5%	-14%	-6%	1%	-1
COc1ccccc1OCCNC(=O)CCNC(=O)c1ccccc1OC	18%	0%	-10%	29%	·	·	3%	·	0
CSc1ccc(/C=N/Nc2nc(C)cc(=O)[nH]2)cc1	95%[activator]	-2%	?	16%	-12%	-7%	-6%	1%	-1
O=C(COC(=O)Cc1ccc(Cl)cc1)Nc1cc(S(=O)(=O)N2CCOCC2)ccc1N1CCCC1	1%	-2%	-16%	-8%	-4%	-13%	-4%	-12%	-1
O=S1(=O)c2cccc3cccc(c23)N1CCCN1CCN(c2ccc(F)cc2)CC1	·	-6%	·	-3%	-8%	50%[activator]	-2%[19.4 µM]	·	·
CC(C)(C)c1ccccc1NC(=S)NCc1ccccc1	11%	-5%	-5%	0%	-12%	4%	-6%	?	-8
Cc1c(NC(=O)c2c(N)sc3c2CCCC3)c(=O)n(-c2ccccc2)n1C	37%[activator]	-1%	-8%	12%	?	-14%	3%	-12%	4
Cc1ccc(-n2nc(CO)c(C(=O)NC(C)c3ccccc3)n2)cc1C (stereo unspecified)	8%	-5%	-4%	·	-3%	-8%	-7%	19%	-9
Cc1ccccc1C(=O)NC(=S)NCc1ccccc1	-20%	4%	-12%	12%	-10%	-20%	-11%	2%	-5
CCOC(=O)C1CCN(S(=O)(=O)c2cccc(-c3cn4cc(C)ccc4n3)c2)CC1	11%	3%	-3%	0%	-2%	-10%	8%	3%	-6
O=C(Cc1ccc(N2CCNC2=O)cc1)N1CCCC(Nc2cccc(F)c2)C1 (stereo unspecified)	9%	-4%	-23%	-11%	4%	-14%	-1%	4%	1
O=C(COc1ccccc1[N+](=O)[O-])N(Cc1ccco1)C1CCS(=O)(=O)C1 (stereo unspecified)	8%	-4%	2%	-5%	0%	-4%	-14%	-23%	-5
COC(=O)CN1C(=S)N(c2ccc(F)cc2)C(=O)C1CC(=O)Nc1ccc(F)cc1 (stereo unspecified)	2%	-1%	-16%	-15%	-11%	-5%	-17%	2%	-3
COc1cc(NS(=O)(=O)c2ccc(NC(=O)/C(=C\c3ccccc3OC)NC(=O)c3ccccc3)cc2)nc(OC)n1	5%	-3%	-11%	0%	-2%	-18%	-9%[60.1 µM]	-8%	-2
O=C(Nc1cccc(F)c1)NC1CCCCCCC1	-5%	?	-14%	20%	-6%	?	-3%	-19%	-3
CC(=O)N1c2ccc(S(=O)(=O)N(C)Cc3ccco3)cc2CC1C (stereo unspecified)	15%	9%	13%	1%	-3%	6%	2%	43%	-3
COc1ccccc1C(=O)Nc1c2c(nn1-c1ccc(Cl)cc1)CS(=O)(=O)C2	44%[activator]	-5%	?	-18%	-21%	-4%	13%	18%	0
CCCN(CCC)CCCNC(=O)c1nn(C)c2c1CS(=O)(=O)c1ccccc1-2	27%	-3%	-17%	·	-6%	59%[activator]	-8%	-10%	-5
CC(=O)Nc1cc(C(=O)OCc2cccc([N+](=O)[O-])c2)ccc1C	67%[activator]	-1%	-18%	0%	-2%	-13%	-3%	26%	-3
COCC(=O)Nc1cccc(C(F)(F)F)c1	12%	-5%	12%	1%	-2%	4%	-3%	-7%	-4
O=C(Cn1c(=O)c2c(ncn2Cc2ccccc2)n(Cc2ccccc2)c1=O)NC1CC1	28%	-6%	-7%	-7%	-1%	-9%	1%	2%	-6
c1ccc(CCC2=NCCn3cccc32)cc1	68%&-11%[activator]	-4%&1%	4%&-12%	10%	-9%	-11%	-17%&-8%	0%	1&-9
CCC(C)Nc1nc(N)c([N+](=O)[O-])c(Nc2cc(OC)ccc2OC)n1 (stereo unspecified)	25%	-6%	-14%	-8%	-13%	-23%	-18%	-20%	0
CCOc1ccccc1NC(=O)C1CC2CCCC(C1)C2=O (stereo unspecified)	1%	-2%	-8%	-1%	-5%	-10%	1%	1%	-9
CCCCn1c(CCNC(=O)c2cccs2)nc2ccccc21	16%	-4%	-17%	10%	2%	-9%	-12%	14%	-4&-1
Cc1cc(NC(=O)CSc2sc3c(O)cc(=O)[nH]c3c2C#N)ccc1Br	56µM*	-5%	28µM*	65%[activator]	-11%	-5%	?	?	6
CCN(CC(=O)N1CCc2ccccc2C1)S(=O)(=O)c1ccc2ccccc2c1	40%[activator]	1%	-11%	-5%	-11%	215%[activator]	-14%	3%	8
CC1Cc2ccccc2N1c1ncnc(N)c1[N+](=O)[O-] (stereo unspecified)	14%	-3%	-7%	16%	-1%	-16%	-4%	7%	-10
CCOC(=O)N1CCc2c(sc(N)c2C#N)C1	66%[activator]	-2%	13%	?	0%	1%	-13%	-21%	5
Cc1ccc(-n2c(C)cc(/C=N/NC(=O)CN(c3ccc(C)cc3C)S(C)(=O)=O)c2C)cc1	-8%	-2%	?	-6%	-11%	-18%	-7%	2%	-3
CSc1ccc(C2=C/C(=C3/SC(=S)NC3=O)c3ccccc3O2)cc1	36%[activator]	-2%	-17%	·	·	·	3%	·	-11

# Continuation.
SMILES	POLI inh	Glioma ERSR ind	Pol eta inh	APE1 inh	BLM helicase inh	Apoferritin bind	POLK inh	Pol beta inh	LDHA block
CN(C)c1nc2sc3c(c2c(=O)n1C)CC(C)(C)OC3	7%	0%	-3%	-1%	-1%	-14%	-17%	-22%	0
O=C(Nc1cccc2ccccc12)NC(Cc1ccccc1)C(=O)O (stereo unspecified)	114%[activator]	-2%	5%	9%	-2%	-6%	-11%	18%	2
COc1cccc(C2=NOC(C(=O)Nc3cccnc3Cl)C2)c1 (stereo unspecified)	-1%	-5%	-3%	0%	-2%	-7%	5%	21%	-10
Cc1ccc(N=Nc2c(N)n(-c3ccccc3)[nH]c2=O)cc1	?	-9%	-14%	6%	-1%	-20%	2%	14%	0
O=C(Nc1nc2ccc([N+](=O)[O-])cc2s1)C1CCCO1 (stereo unspecified)	53%[activator]	-1%	6%	-3%	-3%	-5%	-5%	5%	-8
COc1ccc(OC)c(CNC(=O)C2CCCN(c3ncnc4c3nc3n4CCCCC3)C2)c1 (stereo unspecified)	55%[activator]	-4%	-14%	2%	-1%	-9%	0%	23%	-1

# Arranged by count of non-hydrogen atoms (ascending): part of the list above.
SMILES	POLI inh	Glioma ERSR ind	Pol eta inh	APE1 inh	BLM helicase inh	Apoferritin bind	POLK inh	Pol beta inh	LDHA block
CCCCn1c(CCNC(=O)c2cccs2)nc2ccccc21	16%	-4%	-17%	10%	2%	-9%	-12%	14%	-4&-1
COc1ccccc1C(=O)Nc1c2c(nn1-c1ccc(Cl)cc1)CS(=O)(=O)C2	44%[activator]	-5%	?	-18%	-21%	-4%	13%	18%	0
CCN(CC(=O)N1CCc2ccccc2C1)S(=O)(=O)c1ccc2ccccc2c1	40%[activator]	1%	-11%	-5%	-11%	215%[activator]	-14%	3%	8
